# ALDH1A1 block: qHTS Assay for Inhibitors of Aldehyde Dehydrogenase 1 (ALDH1A1). Aldehyde dehydrogenase 1A1 (Homo sapiens), P00352. Purified ALDH1A1, NADH fluorescence, propionaldehyde substrate. Potency, µM (highest dose often 75.3 µM), without a hit: at the highest dose activity, negative = inhibition, hits mostly inhibitors. 220,000 tested, 7.3% active; active = well fitted inhibition curve with a large enough effect, not every such curve was filed as active; inconclusive = small, poorly fitted or top-dose-only effect, or another doubt; inactive = no such curve, though single readings can be large or run the other way;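 note: plate controls were no enzyme wells and a reference inhibitor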
# Target sequence (P00352 whole entry, looked up): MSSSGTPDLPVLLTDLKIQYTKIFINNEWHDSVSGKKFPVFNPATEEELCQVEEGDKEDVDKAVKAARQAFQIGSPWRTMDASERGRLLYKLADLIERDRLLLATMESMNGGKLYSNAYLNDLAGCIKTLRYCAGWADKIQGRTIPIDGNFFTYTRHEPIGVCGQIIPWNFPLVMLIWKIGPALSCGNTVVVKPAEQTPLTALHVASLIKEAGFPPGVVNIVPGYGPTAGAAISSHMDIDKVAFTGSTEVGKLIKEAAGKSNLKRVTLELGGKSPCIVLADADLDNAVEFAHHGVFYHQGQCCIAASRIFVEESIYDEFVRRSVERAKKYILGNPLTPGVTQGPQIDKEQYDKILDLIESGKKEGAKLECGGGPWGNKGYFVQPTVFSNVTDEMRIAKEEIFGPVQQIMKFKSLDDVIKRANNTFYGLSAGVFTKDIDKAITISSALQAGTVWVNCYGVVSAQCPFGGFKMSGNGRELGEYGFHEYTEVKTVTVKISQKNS
# JMJD2E inh: qHTS Assay for Inhibitors of Human Jumonji Domain Containing 2E (JMJD2E); Lysine-specific demethylase 4E (Homo sapiens), B2RXH2; JMJD2E catalytic domain, FDH-coupled NADH fluorescence (FDH is formaldehyde dehydrogenase); Potency, µM (doses to about 57.1 µM), without a hit: top-dose activity change, negative = inhibition, hits mostly inhibitors; 230,000 tested, 1.6% active; active = well fitted inhibition curve with a large enough effect, not every such curve was filed as active; inconclusive = small, poorly fitted or top-dose-only effect, or another doubt; inactive = no such curve, though single readings can be large or run the other way;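 note: 0% = wells with enzyme and -100% = buffer wells without enzyme; nearly all actives have a fitted effect of over 50% in size; many of its hits are not listed in these tables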
# Target sequence (B2RXH2 1-337 limits assumed): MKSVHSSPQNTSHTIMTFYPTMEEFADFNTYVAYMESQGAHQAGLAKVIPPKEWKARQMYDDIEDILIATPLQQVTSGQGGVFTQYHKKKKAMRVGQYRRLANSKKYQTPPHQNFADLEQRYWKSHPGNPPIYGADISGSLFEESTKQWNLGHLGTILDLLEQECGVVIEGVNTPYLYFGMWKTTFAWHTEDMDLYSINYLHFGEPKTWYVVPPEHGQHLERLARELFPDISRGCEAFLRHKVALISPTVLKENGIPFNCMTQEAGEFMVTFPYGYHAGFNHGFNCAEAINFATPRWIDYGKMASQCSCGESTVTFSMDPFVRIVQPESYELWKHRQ
# SMN2 splice up: qHTS Assay for Enhancers of SMN2 Splice Variant Expression. HEK293 SMN2-luciferase splicing reporter, luminescence, 30-36 h. Potency, µM (series often up to 46.1 µM), without a hit: at the top dose activity change, positive = activation, hits mostly activators. 210,000 tested, 2.8% active; note: % of control where 0% means no effect; nearly all actives have a fitted effect of over 55% in size
#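 qHTS luciferase splicing reporter: luminescence rises when SMN2 exon 7 is included in transfected HEK293 cells. Compound exposure lasted 30-36 h at 37C, with 4.5 mM final sodium butyrate as control, followed by a ONE-Glo read.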
# Tau fibril FP: qHTS for Inhibitors of Tau Fibril Formation, Fluorescence Polarization. K18 P301L tau heparin fibrillization, Alexa594 FP, 6 h. Potency, µM (highest dose often 57.7 µM), without a hit: at the top dose activity, negative = inhibition, usual class: inhibitors. 280,000 tested, 0.39% active; note: % is set by controls: 0 for no effect and ±100 for the full control effect; nearly all actives have a fitted effect of over 55% in size
# Target sequence (P10636 561-689 P618L limits assumed): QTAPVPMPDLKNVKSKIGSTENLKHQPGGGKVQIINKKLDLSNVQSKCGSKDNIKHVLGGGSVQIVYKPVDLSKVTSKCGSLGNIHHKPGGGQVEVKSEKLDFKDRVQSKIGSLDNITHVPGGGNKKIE
#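 Read-out: fluorescence polarization of Alexa 594-labeled tau (0.24 uM), 555 nm excitation, 632 nm emission. Mixtures held 15 uM unlabeled K18 P301L, compound and 20 uM heparin, pH 7 acetate buffer, incubated 6 hr at 37 C.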
# Tau fluor cs: Counterscreen qHTS for Inhibitors of Tau Fibril Formation, Fluorescence Polarization; tau K18 P301L Alexa594 fluorescence, heparin fibrillization; Potency, µM (doses to about 57.7 µM), inactives show at the highest dose activity change, negative = decrease; 280,000 tested, 0.93% active; note: % is set by controls: 0 for no effect and ±100 for the full control effect; nearly all actives have a fitted effect of over 55% in size
#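 Human K18 P301L tau (15 uM unlabeled plus 0.24 uM Alexa 594-labeled, final) in 100 mM sodium acetate pH 7 was mixed with compound and 20 uM heparin and incubated 6 hr at 37 C.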
# HTT ATP protect: qHTS Multiplex Assay to Identify Dual Action Probes in a Cell Model of Huntington: Cytoprotection (ATP); Potency, µM (series often up to 56.4 µM), for the others: cytoprotection (ATP increase), actives largely listed as activators; AID 1471, 2008; 230,000 tested, 0.14% active; PC12 HTT-Q103 induced, cytoprotection, ATP luminescence, 40 h;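 note: % of control where 0% means no effect; nearly all actives have a fitted effect of over 45% in size; toxic huntingtin expression switched on by the ecdysone agonist tebufenozide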
#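 ATP quantification (ATPlite) reports survival of PC12 cells in which tebufenozide, 100 nM final, switches on Htt exon 1 with 103 glutamines linked to GFP; compounds are titrated.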
# HttQ103 aggreg: qHTS Multiplex Assay to Identify Dual Action Probes in a Cell Model of Huntington: Aggregate Formation (GFP); PC12 HttQ103-GFP aggregates, Acumen cytometry, 40 h; 220,000 tested, 1.1% active; Potency, µM (top dose mostly 46.1 µM), for the others: top-dose activity change, negative = inhibition, usual class: inhibitors; note: % is set by controls: 0 for no effect and ±100 for the full control effect; nearly all actives have a fitted effect of over 60% in size
#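 Quantitative HTS on tebufenozide-induced (100 nM) PC12 cells stably expressing polyQ103 Huntingtin exon 1–GFP. Reduction of bright GFP aggregates, detected by laser scanning cytometry after lysis, identified actives across the titration.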
# Tau ThT inhib: qHTS for Inhibitors of Tau Fibril Formation, Thioflavin T Binding. Microtubule-associated protein tau (Homo sapiens), P10636. recombinant tau K18 P301L (four-repeat tau fragment), heparin-induced fibrillization, ThT fluorescence. Potency, µM (top dose mostly 57.4 µM), without a hit: at the top dose activity, negative = inhibition, actives largely listed as inhibitors. 270,000 tested, 2.1% active. AID 1460, 2008; note: % is set by controls: 0 for no effect and ±100 for the full control effect; nearly all actives have a fitted effect of over 55% in size
#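 Aggregation was driven by heparin (20 uM final) acting on recombinant tau […] bearing P301L in 100 mM sodium acetate pH 7; fibrils were detected with Thioflavin T.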
# Numbers without * were called inactive; ? = inconclusive; nt = not tested or not shown; [ ] = another dose, or the depositor's remark. Unless noted, calls come from the whole dose curve; as a rule, active = well fitted curve in the direction sought with a large enough effect; inconclusive = small, poorly fitted or top-dose-only effect, or another doubt; inactive = no such curve, though single readings can be large; an effect the other way counts as inactive or inconclusive. Potency is the fitted concentration of half-maximal effect. These rows are one share of the data; rates above refer to the full screens.
# Sequence of screens – ALDH1A1 block, JMJD2E inh, SMN2 splice up, Tau fibril FP, Tau fluor cs, HTT ATP protect, HttQ103 aggreg, Tau ThT inhib
- Cn1c(=O)c2cc(S(=O)(=O)NCCC(=O)Nc3ccccc3F)ccc2n(C)c1=O
→ -2%, 1%, 0%, 3%, -1%, 1%, 5%, 4%
- O=C(CCN1C(=O)c2ccccc2C1=O)Nc1ccc(F)cc1
→ -3%, 0%, 3%, 6%, 0%, -16%, -2%, -9%
- COc1ccccc1NC(=O)CC1Nc2ccccc2NC1=O (stereo unspecified)
→ 28µM*, ?, -4%, 1%, -13%, -3%[0.074 µM], -27%, ?
- Cc1onc(-c2ccccc2)c1C(=O)NC(CC(=O)O)c1ccc(OC(C)C)cc1 (stereo unspecified)
→ -10%, -6%, 0%, 1%, 3%, -25%, 8%, -4%
- O=C(O)CC/C(=C\c1cccc(NC(=O)c2ccccc2Cl)c1)c1nc2ccccc2s1
→ ?, ?, -33%, 3%, 1%, -40%[inhibitor], ?, -9%
- Cn1nccc1NC(=O)COCC(=O)O
→ 1%, 0%, nt, 7%, 4%, 5%[10 µM], 1%[9.22 µM], 4%
- Cc1nn2c(C(F)(F)F)c3c(nc2c1-c1ccccc1)CCC3
→ 3%, 9%, 1%, -3%, 10%, nt, nt, -2%
- O=C(N/N=C\c1ccccn1)c1ccccc1O
→ 11%, ?, 18%, 7%, -9%, -55%[inhibitor], ?, -16%
- O=[N+]([O-])c1ccc(N2CCN(CCO)CC2)cc1Sc1ccccn1
→ -5%, 7%, -1%, -1%, -1%, -41%, 8%, -15%
- COC(=O)CNc1nc(Cl)nc(Nc2ccc(Cl)cc2)n1
→ 25%, -17%, 6%, -14%, 10%, nt, 22%, 10%
- COc1cccc(-c2ccc(C#N)c(SCC(=O)NCc3ccco3)n2)c1
→ ?, ?, -1%, -7%, 6%, nt, nt, -1%
- CCCn1c(SCC(O)c2ccccc2)nc2ccccc21 (stereo unspecified)
→ nt, nt, 6%, -3%, -4%, nt, nt, 0%
- COc1ccc(Nc2cc(C(=O)NCc3ccccc3)c3ccccc3n2)c(OC)c1
→ nt, nt, -1%, ?, 7.9µM*[quencher], nt, nt, ?
- CCOC(=O)c1ccc(NC(=O)CC2C(=O)N(c3ccc(F)cc3)C(=O)N2CCC(C)C)cc1 (stereo unspecified)
→ ?, 0%, 10%, ?, ?, -9%, 13%, -10%
- COc1cc2[nH]c3ccccc3c2cc1C
→ nt, ?, nt, 7%, ?, -17%[10 µM], 5%[9.22 µM], ?
- CC1=CC(C)(C)NC(=S)N1c1ccc2ccccc2c1
→ -1%, 4%, -16%, -2%, 0%, 2%, -16%, -3%
- O=S(=O)(Nc1ccc(Cc2ccncc2)cc1)c1ccc(Cl)c(Cl)c1
→ 8%, 7%, -28%, 1%, -30%, -60%[inhibitor], 11µM*, -7%
- COc1cccc(CNC(=O)C2CCN(S(=O)(=O)c3ccc4c(c3)CCC(=O)N4)CC2)c1
→ -3%, -6%, 5%, 1%, -9%, -13%, 12%, -10%
- COc1c2c(nc3occc13)C(CC=C(C)C)(OC)C(OC(C)=O)CC2 (stereo unspecified)
→ -11%, 5%, -5%, -2%, -10%, 1%[1.9 µM], -11%, -6%
- COc1ccc2c(c1)-c1nc(NC(=O)c3ccco3)sc1CC2
→ ?, ?, nt, -14%, ?, -37%[inhibitor][10 µM], -19%, ?
- CC1CCC(NC(=O)C2c3ccccc3C(=O)N2Cc2ccc3c(c2)OCO3)CC1 (stereo unspecified)
→ -6%, 0%, -3%, 5%, -11%, -28%, 0%, -12%
- Cc1ccc(C2CC(=O)c3cnn(-c4nc(C)cc(C)n4)c3C2)cc1 (stereo unspecified)
→ -2%, 14%, -3%, 2%, 4%, -6%[0.074 µM], -5%, -1%
- Cc1cccc(-c2nc(C(N)=O)c3c(n2)n(-c2ccc4c(c2)OCO4)c(=O)n3C)c1
→ nt, nt, -3%, -7%, -15%, nt, nt, -11%
- O=C(Nc1cccc(Br)c1)c1ccc(Cl)c(S(=O)(=O)N2CCOCC2)c1
→ -2%, -6%, -57%[inhibitor], -7%, 6%, 8%[1.9 µM], 7%, 12%
- O=C(CSc1nnc(-c2ccccc2Br)o1)Nc1nncs1
→ 2%, 2%, -1%, ?, -3%, -7%[10 µM], 2%[9.22 µM], -4%
- C/C(=N\NC(=O)c1ccc2nc[nH]c2c1)c1ccc([N+](=O)[O-])cc1
→ nt, 39%[activator], nt, -10%, -20%, 7%[10 µM], 20%[9.22 µM], nt
- CCOC(=O)N1CCN(Cc2nc3ccc([N+](=O)[O-])cc3c(=O)n2-c2cccc(OC)c2)CC1
→ ?, -11%, -6%, -3%, 3%, -50%[inhibitor], -3%, -10%
- Cc1cc(C)c(Cn2c(C(O)c3ccccc3)nc3ccccc32)c(C)c1 (stereo unspecified)
→ nt, nt, 23%, -4%, -17%, nt, nt, -14%
- COc1ccc(/C(C)=N/NC(=O)c2sccc2-n2cccc2)cc1
→ -3%, 4%, 10%, -15%, -11%, -67%[inhibitor], -4%, ?
- CC(C)CCSc1nnc(N)s1
→ nt, -6%, nt, -5%, -14%, 13%[10 µM], 4%[9.22 µM], nt

# The last two records of the part above come first, to join the parts.
# Sequence of screens – ALDH1A1 block, JMJD2E inh, SMN2 splice up, Tau fibril FP, Tau fluor cs, HTT ATP protect, HttQ103 aggreg, Tau ThT inhib
- COc1ccc(/C(C)=N/NC(=O)c2sccc2-n2cccc2)cc1
→ -3%, 4%, 10%, -15%, -11%, -67%[inhibitor], -4%, ?
- CC(C)CCSc1nnc(N)s1
→ nt, -6%, nt, -5%, -14%, 13%[10 µM], 4%[9.22 µM], nt
- COc1cc(C(=O)NCC(=O)n2nc(C)cc2C)cc(OC)c1OC
→ 0%, 5%, 25%, 0%, 4%, -4%, 2%, -9%
- COc1cc(/C=C/[N+](=O)[O-])ccc1OCc1cccc(C(=O)O)c1
→ 28µM*, ?, 1.3µM*, ?, 23%, -135%[inhibitor], 15%[9.22 µM], ?
- CC1(C)Oc2ccc(C(=O)N3CCc4ccccc43)cc2N(CC(=O)N2CCCC2)C1=O
→ -6%, 1%, 3%, -11%, -9%, -11%, -2%, -11%
- Cc1cccc2c1N(CCCOc1ccccc1)C(=O)C2=O
→ 0.035µM*, 3%, -6%, -1%, -10%, -24%, 7%, ?
- COc1ccc(-c2nc(CN3CCN(c4cc(C)nc(C)c4)CC3)c(C)o2)c2ccccc12
→ -2%, 8%, nt, -12%, -11%, 23%[10 µM], 15%[9.22 µM], -8%
- O=C(C1CCC(CNc2c(N3CCCCC3)c(=O)c2=O)CC1)N1CCCC1 (stereo unspecified)
→ nt, -3%, nt, -2%, -5%, -10%[10 µM], -21%[9.22 µM], nt
- COc1cc(NC(=O)COC(=O)c2cnccn2)c(C)cc1[N+](=O)[O-]
→ ?, 3%, nt, 2%, -21%, 8%[10 µM], 21%[9.22 µM], -21%
- COc1ccc(-c2nn(-c3ccccc3)cc2/C=C/C(=O)N2CCOCC2)cc1OC
→ 0%, ?, 11%, -4%, -13%, 5%[10 µM], 5%, 9%
- O=C1CCCC2=C1C(c1ccncc1)Nc1ccccc1N2 (stereo unspecified)
→ 3%, ?, -1%, -4%, -13%, ?, 8%, -14%
- C=CCOc1ccc(/C(O)=C2\C(=O)C(=O)N(CCOC)C2c2cccnc2)cc1 (stereo unspecified)
→ ?, -1%, 1%, -2%, -5%, 13%[0.074 µM], -4%, -9%
- Cn1c(=O)c2c(ncn2CC(=O)N/N=C/C=C/c2ccccc2[N+](=O)[O-])n(C)c1=O
→ nt, 4%, nt, 9%, -11%, -4%[10 µM], -27%[9.22 µM], nt
- CCCCn1c(-c2csc3c2CCC(C)C3)n[nH]c1=S (stereo unspecified)
→ 16µM*, -8%, -21%, 13%, -22%, -13%, ?, ?
- NS(=O)(=O)c1ccc(NC(=O)CCc2ccccc2)cc1
→ 5%, -5%, -23%, 2%, -2%, 18%, 28%, -1%
- O=C(CCC(=O)N(CC(=O)NC1CCCC1)Cc1ccc2c(c1)OCO2)Nc1ccccn1
→ -4%, 5%, nt, -1%, 3%, 4%, 1%, 11%
- Cc1cccc(OCC(=O)Nc2ccc(S(=O)(=O)N3CCCC3)cc2)c1
→ ?, 8%, -32%[inhibitor], 4%, -26%, 5%, -5%, -7%
- CCCCn1c2ccc(F)cc2c2nnc(SCCN3CCCCC3)nc21
→ nt, nt, 6%, 2%, -8%, nt, nt, -7%
- CCOC(=O)CC(=O)CSCC(=O)Nc1ccc(C)cc1
→ -1%, 6%, 21%, -8%, -4%, 1%, 15%, -16%
- COCCNC(=O)CSc1nc2ccccc2c(=O)n1CC1CCCO1 (stereo unspecified)
→ -8%, 2%, -4%, -2%, -3%, 0%, -6%, -7%
- CCC12CN3CC(CC)(CN(C1)C31C(=O)N(C)c3ccc(C)cc31)C2=O (stereo unspecified)
→ ?, 1%, nt, 3%, -1%, -4%[0.074 µM], 2%, 0%
- COC(=O)c1sc(N2C(=O)c3oc4ccccc4c(=O)c3C2c2cccc(O)c2)nc1C (stereo unspecified)
→ nt, 5%, nt, 2%, -13%, -19%[10 µM], -24%[9.22 µM], nt
- COc1ccc2c(c1)N(C)/C(=C1/SC(=NCc3ccccc3)N(c3ccccc3)C1=O)S2
→ -4%, ?, -8%, 8%, -13%, -8%[10 µM], 5%, -7%
- COc1cccc(CNC(=O)Cn2cccc2)c1
→ -1%, 3%, 12%, -3%, -5%, ?, 7%, -6%
- COC(=O)CCn1nc(-c2ccc(C)cc2)c2ccccc2c1=O
→ -13%, 16%, nt, 3%, -7%, -11%[10 µM], -17%[9.22 µM], -9%
- COc1ccc(N2CCN(C(CNC(=O)C(C)(C)C)c3cccnc3)CC2)cc1 (stereo unspecified)
→ 2%, -1%, -13%, -4%, -3%, 4%, 11%, -2%

# Screening results from PubChem.
